Assay outcomes deposited in PubChem by several laboratories.
KCNK9 block – human KCNK9 channel inhibition. Q9NPC2. HEK293 KCNK9, FluxOR thallium flux fluorescence; active compounds read low. B-score at 10 µM. 310,000 tested, 1.2% active. AID 488922;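 active means ratio B-score over 3 SD below the library mean, with starting fluorescence within 5 SD of its mean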;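 further: negative B-score means less thallium flux so channel inhibition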
Target sequence (Q9NPC2 whole entry, looked up): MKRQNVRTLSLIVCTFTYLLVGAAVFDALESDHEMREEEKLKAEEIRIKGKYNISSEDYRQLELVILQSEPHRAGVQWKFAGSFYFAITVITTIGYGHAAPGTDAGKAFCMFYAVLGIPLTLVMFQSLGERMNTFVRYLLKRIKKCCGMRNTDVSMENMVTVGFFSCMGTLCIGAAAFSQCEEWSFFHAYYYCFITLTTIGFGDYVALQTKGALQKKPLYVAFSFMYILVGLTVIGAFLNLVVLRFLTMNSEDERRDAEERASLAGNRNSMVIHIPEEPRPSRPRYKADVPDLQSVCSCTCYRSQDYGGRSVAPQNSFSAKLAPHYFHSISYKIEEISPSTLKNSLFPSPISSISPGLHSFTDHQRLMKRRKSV
KCNK3 inh – human KCNK3 channel inhibition, primary screen; O14649; 340,000 tested, 0.84% active; B-score at 10 µM; CHO-KCNK3 thallium flux, FluxOR fluorescence; active compounds read low;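 active means B-score under library mean minus 4 SD, starting fluorescence ratio at most library mean plus 5 SD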;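 further: more negative B-score means stronger inhibition of thallium flux through KCNK3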
hERG protect – compounds protecting human hERG from proarrhythmic drug block. Q12809. CHO-hERG, FluxOR thallium flux, dofetilide IC70 present. activation (rescue from dofetilide block), less the hit threshold, % at 10 µM. 310,000 tested, 0.51% active;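 active means activation above the mean of controls blocked by dofetilide plus 5 SD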;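 further: thallium influx through hERG after potassium depolarization seen as dye fluorescence rise; in these data hits start at about 4.7%; inactives centre near -7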
ANO1 block – blocks the mouse calcium-activated chloride channel TMEM16A. HEK293 TMEM16A/YFP iodide influx fluorescence, ionomycin. 310,000 tested, 1.2% active. Q8BHY3. normalized B-score (activity score, 25-100; higher = stronger inhibition) at 10 µM;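 active means ratio plate-corrected score three or more library SD toward inhibition, starting fluorescence score within five deviations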;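 further: score derived from kinetic fluorescence span divided by baseline fluorescence per well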
HDAC3 inh – blocks human histone deacetylase 3; O15379; recombinant HDAC3, fluorogenic peptide/trypsin coupled, fluorescence; inhibition, % at 8.3 µM; 320,000 tested, 0.15% active; AID 2718; in the data active means inhibition above about 26%, passing the limit was not always enough
KCNQ1 act – potentiators or activators of human KCNQ1 potassium channel; CHO-K1 KCNQ1, thallium flux FluxOR fluorescence; active compounds read high; B-score at 10 µM; 310,000 tested, 0.35% active;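 active means fluorescence ratio B-score, a plate-corrected score, at least three library SD, with initial intensity B-score within 5 SD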
Target sequence (P51787 whole entry, looked up): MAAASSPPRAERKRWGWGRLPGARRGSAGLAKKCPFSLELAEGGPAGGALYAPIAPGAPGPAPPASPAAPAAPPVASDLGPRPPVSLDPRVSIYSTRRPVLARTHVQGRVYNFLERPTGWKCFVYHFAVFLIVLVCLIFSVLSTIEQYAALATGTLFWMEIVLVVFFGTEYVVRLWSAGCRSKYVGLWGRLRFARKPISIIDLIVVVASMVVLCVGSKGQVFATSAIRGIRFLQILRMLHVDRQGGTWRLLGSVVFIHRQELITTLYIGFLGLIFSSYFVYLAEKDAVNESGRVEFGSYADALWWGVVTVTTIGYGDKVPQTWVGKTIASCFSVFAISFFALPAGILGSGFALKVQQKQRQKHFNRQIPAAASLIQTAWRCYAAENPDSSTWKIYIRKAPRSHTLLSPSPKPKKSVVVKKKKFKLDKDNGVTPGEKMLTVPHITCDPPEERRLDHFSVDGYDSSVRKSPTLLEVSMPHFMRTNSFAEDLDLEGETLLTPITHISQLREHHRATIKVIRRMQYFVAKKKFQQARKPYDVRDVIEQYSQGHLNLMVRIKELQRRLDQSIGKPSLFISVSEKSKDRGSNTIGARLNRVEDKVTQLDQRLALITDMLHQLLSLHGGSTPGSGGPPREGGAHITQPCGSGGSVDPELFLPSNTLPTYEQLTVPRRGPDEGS
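Doses: Single concentration per compound, DMSO matched to controls | Test system: KCNQ1-transfected CHO-K1 cells | Timing: 90 min dye loading and 20 min compound exposure, both at room temperature | Measured by: Kinetic FluxOR thallium fluorescence, 10-s 1-Hz baseline, 110-s post-stimulus read | Medium: Assay buffer with matched DMSO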
TRPC4 act – TRPC4 (mouse) channel activation; Q9QUQ5; HEK293 TRPC4beta/mu-opioid, Fluo4 calcium fluorescence; active compounds read high; B-score at 10 µM; 310,000 tested, 0.49% active; AID 2237;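 active means B-score above 5 SD of library B-scores, and initial fluorescence ratio not above library mean plus 5 SD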;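 further: positive B-score marks a calcium rise read as TRPC4 activation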
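Incubation: 45 min room-temperature Fluo4 loading, 110 s read / System: HEK293 cells stably co-expressing mouse TRPC4beta and mu-opioid receptor / Signal: Fluo4 fluorescence, kinetic / Control set: buffer (low) and maximal DAMGO (high) / Measure: integrated baseline-normalised fluorescence ratio, converted to per-well B score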
KCNQ1 inh – blocks the human KCNQ1 potassium channel | P51787 | CHO-K1 KCNQ1, FluxOR thallium flux fluorescence; active compounds read high | B-score at 10 µM | 310,000 tested, 1.3% active | AID 2642;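 active means compounds whose thallium flux B-score, printed positive for inhibition, exceeds three library SD while starting fluorescence stays within three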;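 further: channel opened by potassium depolarization with thallium stimulus after 20 min compound exposure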
DYRK1A inh – blocks rat Dyrk1A kinase activity | ADP-Glo luminescence, NFATc1 peptide | inhibition, % at 12.5 µM | AID 504441 | Q63470 | 310,000 tested, 0.43% active; in the data active means inhibition above about 50%;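 further: plate controls were vehicle with enzyme for no effect and no enzyme for full effect; many of its hits are not listed in these tables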
TMEM16A act – activates or potentiates the mouse TMEM16A chloride channel. HEK293 TMEM16A/YFP-H148Q/I152L, iodide quench fluorescence; active compounds read low. B-score at 10 µM. 340,000 tested, 0.3% active;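 active means fluorescence-ratio B-score plate-corrected deviation score at least 3 library SD below zero, with starting fluorescence score within 5 deviations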;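 further: channel opened by trigger with iodide after compound preincubation; score built on the fluorescence ratio of max minus min over baseline; more negative score means more quench and so TMEM16A activation or potentiation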
TRPC4 PAM – allosteric potentiators of mouse TRPC4 channel; HEK293 TRPC4beta/mu-opioid, DAMGO EC20, Fluo-4 Ca2+ flux; active compounds read high; 310,000 tested, 0.42% active; B-score at 10 µM; Q9QUQ5;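 active means B-score of calcium response area above 5 SD of library B-scores, with initial fluorescence ratio within 5 SD of library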;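 further: B-score of integrated fluorescence ratio over time as area under calcium response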
The depositor's hits bear a star; i = inactive; nt = not tested or not shown. An excerpt. The share of hits here may be higher or lower than overall.

SMILES | KCNK9 block | KCNK3 inh | hERG protect | ANO1 block | HDAC3 inh | KCNQ1 act | TRPC4 act | KCNQ1 inh | DYRK1A inh | TMEM16A act | TRPC4 PAM
COc1ccccc1NC(=O)Cn1c2ccccc2c2nc3n(c(=O)c21)CCS3 | i | i | -10 | i | -5 | i | i | i | 16 | i | i
Cc1ccc2[nH]c(O)c(N=O)c2c1 | i | i | -7 | i | 4 | i | i | i | 24 | i | i
COc1ccccc1N1CCN(Cc2ccc(OC)c3ccccc23)CC1 | i | i | -11 | i | 5 | i | i | i | -22 | i | i
COc1cc(S(=O)(=O)N2CCN(C(=O)c3ccccc3F)CC2)c(OC)cc1NC(C)=O | i | i | 0 | nt | nt | i | i | i | 5 | i | i
CC(C)(C)OC(=O)CNC(=O)c1[nH]cnc1C(=O)NC1CCN(C(=O)OC(C)(C)C)CC1 | i | i | -10 | i | 8 | i | i | i | 8 | i | i
C=CCOC(=O)C1=C(C)NC(C)=C(C(=O)OCC=C)C1c1ccc(O)cc1 | i | i | -23 | i | 10 | i | i | i | 1 | i | i
O=S(=O)(c1ccc(Cl)cc1)c1ccccn1 | i | i | -2 | i | 0 | i | i | i | -4 | i | i
CC(=O)c1ccc(NC(=O)C2CCCN(C(=O)c3ccc(Cl)cc3)C2)cc1 (stereo not given) | i | i | -12 | i | -4 | i | i | i | 3 | i | i
CCN(CC)S(=O)(=O)c1ccc2c(c1)N(CC(=O)NCC1CCCO1)C(=O)CO2 (stereo not given) | i | i | -14 | i | nt | i | i | i | -3 | i | i
O=C(Cn1ncn2c(cc3sccc32)c1=O)NC1CCCC1 | i | i | -8 | i | -6 | i | i | i | -2 | i | i
Cc1noc(C)c1S(=O)(=O)N(C)CC(=O)NCc1ccccc1 | i | i | -1 | i | nt | i | i | i | 2 | i | i
CSCCC(NC(=O)COc1ccccc1)C(=O)OCCOc1ccc(F)cc1 (stereo not given) | i | i | -22 | i | 6 | i | i | i | 12 | i | i
O=C(c1ccc([N+](=O)[O-])cc1)N1CCN(C(=O)c2cccnc2)CC1 | i | i | -5 | i | -3 | i | i | i | 4 | i | i
Cc1cccc(Cc2c(C)[nH]c(=O)c(C#N)c2C)c1 | i | i | -12 | i | 4 | i | i | i | 2 | i | i
COc1ccc(CN2CCN(CCc3ccccc3)C(CCO)C2)cc1Cn1cncn1 (stereo not given) | i | i | -8 | i | 1 | i | i | i | 1 | i | i
N/C(COc1ccc(C(=O)O)cc1)=N\O | i | i | -11 | i | -1 | i | i | i | -1 | i | i
Cc1cc(OCCN2CCOCC2)ccc1[N+](=O)[O-] | i | i | -9 | i | 5 | i | i | i | 7 | i | i
CCN(Cc1nc2ccccc2c(=O)[nH]1)Cc1cc(=O)oc2cc(C)c(C)cc12 | i | i | -26 | i | 10 | i | i | i | 4 | i | i
CCCCOc1ccc(C(=O)N(C)CC(=O)Nc2ccc(C)cc2)cc1 | i | i | -8 | i | 1 | i | i | i | nt | i | i
CCN1CCN(C(c2cccs2)C(C)NC(=O)c2cccc(OC)c2OC)CC1 (stereo not given) | i | i | -10 | i | 1 | i | i | i | -2 | i | i
O=C(Oc1ccc(-c2ccccc2)cc1)N1CCCCC1 | i | i | -10 | i | -11 | i | i | i | -9 | i | i
Cc1nc2ccccn2c1/C(O)=C1\C(=O)C(=O)N(CCN2CCOCC2)C1c1cccs1 (stereo not given) | i | i | -4 | i | 0 | i | i | i | -1 | i | i
COCCNC(=O)/C(C#N)=C/c1ccc(OCC(=O)NC2CCCCC2)cc1 | i | i | -9 | i | 5 | i | i | i | 1 | i | i
COc1cc(/C=c2\s/c(=C\C(=O)C(C)(C)C)[nH]c2=O)cc(OC)c1OC | i | i | -28 | i | 9 | i | i | i | 1 | i | i
CS(=O)(=O)c1ccccc1-c1nnc(NC(=O)c2cccc(N3C(=O)CCC3=O)c2)o1 | i | i | -3 | i | nt | i | i | i | -1 | i | i
COc1ccc(C(=O)Nc2nnc(-c3ccco3)s2)cc1 | i | i | -11 | i | 3 | i | i | i | nt | i | i
Cc1ccc(NC(=O)C(=O)NCCN2CCN(S(C)(=O)=O)CC2)cc1C | i | i | -7 | i | -2 | i | i | i | -2 | i | i
COCC(C)N1CCC(Oc2ccc(C(=O)N3CCCC3)cc2)CC1 (stereo not given) | i | i | -1 | i | -3 | i | i | i | 3 | i | i
CCOC(=O)c1c(N)sc(C(O)(C(F)(F)F)C(F)(F)F)c1-c1ccc(Cl)cc1 | i | i | -24 | i | 23 | i | i | i | 6 | i | i
CCn1c(C(=O)O)c(CC(=O)Nc2cccc(C(F)(F)F)c2)c2ccccc21 | i | i | -5 | i | -3 | i | i | i | 4 | i | i
Cc1cc(C(=O)N2CCCC(N3CCN(c4cccc(Cl)c4)CC3)C2)no1 (stereo not given) | i | i | -11 | i | 1 | i | i | i | 6 | i | i
Cc1ccc2nc(SCC(=O)Nc3ccc(C)c([N+](=O)[O-])c3)[nH]c2c1 | i | i | -8 | i | 2 | i | i | i | nt | i | i
COc1ccc(-c2ccc3oc(-c4ccc(OC)cc4)c(-c4cc(OC)c(OC)c(OC)c4)c3c2)cc1 | i | i | -6 | i | -2 | i | i | i | -6 | i | i
CCOC(=O)c1ncn2c1CN(C)C(=O)c1cc(F)ccc1-2 | i | i | -7 | i | -3 | i | i | i | 4 | i | i
COc1ccc(/C=C2/C(=O)N=C3SCCN32)cc1 | i | i | -6 | i | 5 | i | i | i | -8 | i | i
Cc1ccc(C)c(N2CCN(S(=O)(=O)c3ccc4c(c3)CCN4C(=O)CCC(=O)O)CC2)c1 | i | i | -8 | i | 10 | i | i | i | 1 | i | i
Cc1nc(CS(=O)(=O)c2ccc(Cl)cc2)cc(N2CCOCC2)n1 | i | i | -5 | i | 1 | i | i | i | -2 | i | i
Cc1nc(SCc2ccc(C(=O)O)cc2)c2c(C)c(C)sc2n1 | i | i | -10 | i | nt | i | i | i | 4 | i | i
O=C(Nc1ccccc1)/C(=C/c1ccc([N+](=O)[O-])cc1)NC(=O)c1ccco1 | i | i | -6 | i | 0 | i | i | i | 7 | i | i
O=C(CN1CCOCC1)N/N=C/c1c(O)ccc2ccccc12 | i | i | -8 | i | -1 | i | i | i | 35 | i | i

As entered above.
`Cc1nc2ccccn2c1/C(O)=C1\C(=O)C(=O)N(CCN2CCOCC2)C1c1cccs1` (stereo not given) @ hERG protect: -4
`O=C(CN1CCOCC1)N/N=C/c1c(O)ccc2ccccc12` @ hERG protect: -8
`COc1ccc(C(=O)Nc2nnc(-c3ccco3)s2)cc1` @ HDAC3 inh: 3

Further entries:
SMILES | KCNK9 block | KCNK3 inh | hERG protect | ANO1 block | HDAC3 inh | KCNQ1 act | TRPC4 act | KCNQ1 inh | DYRK1A inh | TMEM16A act | TRPC4 PAM
CCOC(=O)c1c(C)[nH]c(C)c1C(=O)CSc1nnc(-c2ccncc2)n1Cc1ccccc1 | i | i | -8 | i | 6 | i | i | i | 7 | i | i
COc1ccccc1CNC(=O)COc1cccc(-n2cnnn2)c1 | i | i | -9 | i | 3 | i | i | i | 4 | i | i
CC(C)N1C(=O)CC(Nc2ccc(N3CCOCC3)cc2)C1=O (stereo not given) | i | i | -13 | i | 3 | i | i | i | 2 | i | i
COc1ccc(S(=O)(=O)Nc2ccc(NC(C)=O)cc2)cc1[N+](=O)[O-] | i | i | -14 | i | 1 | i | i | i | -3 | i | i
Cc1nonc1OCCn1c([N+](=O)[O-])cnc1C | i | i | -10 | i | 6 | i | i | i | -4 | i | i
CCCC(=O)Nc1ccc(C2C(=O)c3ccccc3C2=O)cc1 | i | i | -1 | i | 6 | i | i | i | nt | i | i
CCOC(=O)[C@@H]1[C@H]2COc3cc(OC)ccc3[C@@H]2N2C(=O)N(c3cccc(Cl)c3)C(=O)[C@]12C | i | i | -4 | i | 3 | i | i | i | 12 | i | i
CCOc1ccc(OCCN2CCCCC2)cc1 | i | i | -4 | i | nt | i | i | i | 0 | i | i
CCn1c2ccccc2c2cc(NC(=O)COC(=O)c3ccccc3F)ccc21 | i | i | -10 | i | nt | i | i | i | -12 | i | i
CC1Cc2ccccc2N1C(=O)CSc1nc2ccccc2s1 (stereo not given) | i | i | -11 | i | 9 | i | i | i | -2 | i | i
COC(=O)Cn1cc([N+](=O)[O-])nc1C | i | i | -15 | i | 3 | i | i | i | -1 | i | i
CC(C)CNc1nc(Oc2ccc(=O)[nH]n2)nc(N2CCOCC2)n1 | i | i | -12 | i | 3 | i | i | i | 1 | i | i
CCn1c(=S)[nH]c2cc(C(=O)O)ccc21 | i | nt | -6 | i | 11 | i | i | i | nt | nt | i
CCOc1cc(/C=C2\C(=O)N(c3cccc(C(=O)O)c3)N=C2C(F)(F)F)ccc1OCC(=O)Nc1ccccc1OC | i | nt | -10 | i | 2 | i | i | i | nt | nt | i
Cc1cc(C)c2c(c1)C(=O)/C(=C/c1ccc(C(=O)O)cc1)CC2 | i | i | -2 | i | 9 | i | i | i | 6 | i | i
COc1cc(O)c(C(CCN2CCCC(C)C2)c2ccc3c(c2)OCO3)c(OC)c1 (stereo not given) | i | i | -15 | i | -1 | i | i | i | 5 | i | i
CC(C)CC(NC(=O)C1CCCCC1)C(=O)N1CCN(c2ccccn2)CC1 (stereo not given) | i | i | -5 | i | -2 | i | i | i | 48 | i | i
Cc1cc(NC(=O)CSc2nc(C3CC3)nc3sc(C)c(C)c23)no1 | i | i | 5.9* | i | -1 | 9* | i | i | -5 | i | i
Nc1nnc(CCOc2ccc(Cl)cc2)s1 | i | i | -3 | i | 1 | i | i | i | -1 | i | i
COc1ccc(-c2cc(C(=O)Nc3c(C)n(C)n(-c4ccccc4)c3=O)no2)cc1 | i | i | -10 | i | 7 | i | i | i | -7 | i | i
CC(=O)Nc1nc(SCc2cccc3ccccc23)n[nH]1 | i | i | -15 | i | -4 | i | i | i | -4 | i | i
N/C(=N\NC(=O)c1cccs1)c1cc2cc(Cl)ccc2oc1=O | i | i | -11 | i | nt | i | i | i | 4 | i | i
Cc1ccc2c(c1)C(=O)C(=O)N2CC(=O)Nc1ccccc1NC(=O)c1ccccn1 | i | i | -12 | i | -1 | i | i | i | 5 | i | i
COC(=O)CSC(C(=O)Nc1ccc(C)c(C)c1)c1ccccc1 (stereo not given) | i | i | -10 | i | 7 | i | i | i | 6 | i | i
